Compound activity as filed in PubChem.
LYPLA2 counter: LYPLA2 inhibitors, primary screen, counter-screen for PME1 inhibitor project, biochemical, fluorescence polarization, FP-Rh probe ABPP | 320,000 tested, 0.38% active | inhibition, % at 5.9 µM | recombinant LYPLA2;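 active means inhibition above the screen-wide mean plus 3 SD, limit set per campaign, cut at about 26% in these data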;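 further: 0% = LYPLA2 with DMSO and 100% = wells lacking LYPLA2 enzyme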
Target sequence (O95372 whole entry, looked up): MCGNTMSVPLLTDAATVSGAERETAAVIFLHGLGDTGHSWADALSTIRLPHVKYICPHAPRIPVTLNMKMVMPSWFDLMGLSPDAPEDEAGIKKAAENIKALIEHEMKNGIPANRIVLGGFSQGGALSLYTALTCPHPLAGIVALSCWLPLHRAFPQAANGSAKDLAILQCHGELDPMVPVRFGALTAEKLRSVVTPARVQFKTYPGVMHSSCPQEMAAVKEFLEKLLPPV
PREPL inhibitor: PREPL enzyme inhibitors, primary screen, biochemical, fluorescence polarization | AID 2751, 2010 | inhibition, % at 5.96 µM | 320,000 tested, 0.68% active | Prolyl endopeptidase-like (Homo sapiens), Q4J6C6 | recombinant PREPL, fluorescence polarization activity-based probe; in the data active means inhibition above about 43%;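 further: 0% = enzyme with DMSO and 100% = wells lacking enzyme; many of its hits are not listed in these tables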
pPAFAH FP inh: pPAFAH enzyme inhibitors, primary screen, biochemical, fluorescence polarization, human; inhibition, % at 3.39 µM; 330,000 tested, 1.5% active; Platelet-activating factor acetylhydrolase (Homo sapiens), Q13093; recombinant pPAFAH, FP-rhodamine probe fluorescence polarization;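 active means inhibition above the mean inhibition across the screen plus 3 SD, cut at about 25% in these data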;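 further: inhibitors block binding of the rhodamine activity-based probe so polarization drops; 0% = enzyme with DMSO and 100% = wells lacking pPAFAH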
PAFAH1B2 FP inh: PAFAH1B2 enzyme inhibitors, primary screen, biochemical, fluorescence polarization, human | recombinant PAFAH1B2, FP-rhodamine activity probe | inhibition, % at 3.39 µM | 340,000 tested, 1.2% active | AID 492953, 2010;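 active means inhibition above the mean of all tested compounds plus 3 SD, cut at about 24% in these data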;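 further: 0% = enzyme with DMSO and 100% = wells lacking PAFAH1B2; many of its hits are not listed in these tables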
Target sequence (P68402 whole entry, looked up): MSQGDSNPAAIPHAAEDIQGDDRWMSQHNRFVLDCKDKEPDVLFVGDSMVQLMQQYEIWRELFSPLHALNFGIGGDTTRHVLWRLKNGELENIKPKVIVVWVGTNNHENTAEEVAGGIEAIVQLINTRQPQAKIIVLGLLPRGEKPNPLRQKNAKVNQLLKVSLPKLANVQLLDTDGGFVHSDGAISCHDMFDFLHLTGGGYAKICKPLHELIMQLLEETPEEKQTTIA
PAFAH1B3 inh: PAFAH1B3 enzyme inhibitors, primary screen, biochemical, fluorescence polarization, human. recombinant PAFAH1B3, FP-rhodamine probe. 340,000 tested, 0.28% active. inhibition, % at 3.39 µM. Platelet-activating factor acetylhydrolase IB subunit alpha1 (Homo sapiens), Q15102;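 active means inhibition above the screen-wide average of all tested compounds plus 3 SD, cut at about 25% in these data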;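 further: 0% = enzyme with DMSO only and 100% = wells lacking PAFAH1B3 protein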
Target sequence (Q15102 whole entry, looked up): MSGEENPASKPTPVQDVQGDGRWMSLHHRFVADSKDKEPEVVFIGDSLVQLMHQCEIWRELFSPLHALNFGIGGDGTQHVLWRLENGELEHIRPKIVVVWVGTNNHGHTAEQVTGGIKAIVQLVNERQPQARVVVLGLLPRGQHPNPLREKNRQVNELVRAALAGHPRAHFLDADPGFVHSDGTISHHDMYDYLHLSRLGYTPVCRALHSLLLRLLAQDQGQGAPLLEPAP
GSTO1 inh: inhibitors of recombinant GSTO1, primary screen, counter-screen for RBBP9 inhibitor project, biochemical, fluorescence polarization. activity-based probe fluorescence polarization. inhibition, % at 5.96 µM. 300,000 tested, 1.1% active. AID 1974, 2009;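 active means inhibition above the campaign mean inhibition plus 3 SD, cut at about 35% in these data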;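 further: 0% = GSTO1-1 with DMSO and 100% = wells lacking GSTO1-1 enzyme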
Target sequence (P78417 whole entry, looked up): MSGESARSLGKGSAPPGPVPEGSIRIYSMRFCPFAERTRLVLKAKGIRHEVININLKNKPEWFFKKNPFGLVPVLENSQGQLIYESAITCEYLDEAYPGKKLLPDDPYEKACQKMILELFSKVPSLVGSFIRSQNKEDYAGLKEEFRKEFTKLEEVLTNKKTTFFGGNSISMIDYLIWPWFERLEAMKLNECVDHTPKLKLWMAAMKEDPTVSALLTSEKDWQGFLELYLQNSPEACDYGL
PAD4 inh: human PAD4 inhibitors, primary screen, biochemical, fluorescence polarization, 1536-well format | Protein-arginine deiminase type-4 (Homo sapiens), Q9UM07 | AID 485272, 2010 | inhibition, % at 6.36 µM | recombinant PAD4, RCA probe fluorescence polarization | 330,000 tested, 0.41% active;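 active means percent inhibition above a cutoff equal to the mean of all tested compounds plus 3 SD, cut at about 15% in these data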;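 further: 0% = PAD4 with RCA probe and DMSO and 100% = probe without PAD4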
PAFAH2 FP inh: PAFAH2 enzyme inhibitors, primary screen, biochemical, fluorescence polarization, human; Platelet-activating factor acetylhydrolase 2, cytoplasmic (Homo sapiens), Q99487; inhibition, % at 3.39 µM; recombinant PAFAH2, FP-rhodamine activity probe; 340,000 tested, 0.99% active;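 active means inhibition above the mean over all tested compounds plus 3 SD, cut at about 30% in these data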;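 further: inhibitors block probe labeling of enzyme so polarization drops; 0% = enzyme with DMSO and 100% = wells lacking PAFAH2 protein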
LYPLA1 inh: LYPLA1 inhibitors, primary screen, counter-screen for PME1 inhibitor project, biochemical, fluorescence polarization, FP-Rh probe ABPP; Acyl-protein thioesterase 1 (Homo sapiens), O75608; recombinant LYPLA1; inhibition, % at 5.9 µM; 320,000 tested, 0.16% active;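 active means inhibition above the mean of all tested compounds plus 3 SD, set per campaign, cut at about 14% in these data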;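 further: inhibitors block serine hydrolase probe labeling of LYPLA1 so polarization falls; 0% = enzyme with DMSO and 100% = wells lacking LYPLA1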
* = called active by the depositor; . = not tested or not shown. Only part of the results is shown; count on the stated rates, not on these rows.

SMILES	LYPLA2 counter	PREPL inhibitor	pPAFAH FP inh	PAFAH1B2 FP inh	PAFAH1B3 inh	GSTO1 inh	PAD4 inh	PAFAH2 FP inh	LYPLA1 inh
COc1ccc(S(=O)(=O)N(CCc2ccccc2)CC(=O)O)cc1	7.5	14.4	-1.6	11.7	0.3	6.3	5.7	-8.4	-1.3
O=C1C=CCC(/C=C/c2ccccc2)O1 (configuration not stated)	4.8	-14.2	-3.6	.	.	-6.0	-3.9	.	-3.1
COc1ccc(C(c2sc3nc(C)nn3c2O)N2CCc3ccccc3C2)cc1 (configuration not stated)	1.4	2.9	-6.7	-4.2	-6.8	-0.8	4.8	2.1	0.0
CCN(Cc1ccccc1)S(=O)(=O)c1c(C)[nH]c(C)c1C(=O)N1CCCCC1	2.3	7.0	9.1	0.2	4.5	-5.8	-2.0	-4.7	-1.2
Cn1c(=O)c2c3c(sc2n2c(SCC(N)=O)nnc12)CC(C(C)(C)C)CC3 (configuration not stated)	8.1	35.1	3.4	0.5	4.6	-11.1	-5.9	-4.2	11.8
COCCCn1c(C(=O)N2CCOCC2)cc2c(=O)n3ccccc3nc21	3.2	1.0	6.5	-5.4	-3.1	-0.7	-7.1	-4.2	0.0
O=C(Nc1ccc(N2CCOCC2)c(Cl)c1)c1ccc(-n2cnnc2)cc1	1.8	18.7	2.1	2.1	8.9	-6.8	-5.2	3.7	1.1
O=C(COC(=O)c1ccc2c(c1)OCCO2)NCc1ccccc1	1.1	10.8	14.6	2.7	4.5	5.0	0.0	51.5*	4.0
CCC1(CC)NC(=O)N(CC(=O)NCc2ccc3c(c2)OCO3)C1=O	4.6	-2.0	4.7	5.4	0.0	11.7	-4.3	3.2	3.0
Cc1c(C(=O)NC(=S)Nc2cccnc2)cccc1[N+](=O)[O-]	-1.0	-0.5	1.7	2.9	-0.6	5.4	0.0	5.3	-2.8
Oc1ccc2ccccc2c1/C=N/c1nccs1	1.3	-0.6	0.5	4.9	-2.4	33.5	-7.9	-1.6	2.3
O=C(/C=C/c1ccc2c(c1)OCCO2)c1ccc(O)cc1	-0.4	-4.3	-0.1	3.9	-1.4	-8.1	-0.4	-1.1	-3.3

Of the compounds above, 2 have an aryl methoxy group.
SMILES	LYPLA2 counter	PREPL inhibitor	pPAFAH FP inh	PAFAH1B2 FP inh	PAFAH1B3 inh	GSTO1 inh	PAD4 inh	PAFAH2 FP inh	LYPLA1 inh
COc1ccc(S(=O)(=O)N(CCc2ccccc2)CC(=O)O)cc1	7.5	14.4	-1.6	11.7	0.3	6.3	5.7	-8.4	-1.3
COc1ccc(C(c2sc3nc(C)nn3c2O)N2CCc3ccccc3C2)cc1 (configuration not stated)	1.4	2.9	-6.7	-4.2	-6.8	-0.8	4.8	2.1	0.0

Following part
SMILES	LYPLA2 counter	PREPL inhibitor	pPAFAH FP inh	PAFAH1B2 FP inh	PAFAH1B3 inh	GSTO1 inh	PAD4 inh	PAFAH2 FP inh	LYPLA1 inh
COc1ccccc1OCCCc1c(C)n[nH]c1C	2.0	4.5	-1.8	-0.9	4.7	-3.0	-3.6	-2.7	0.1
COc1ccccc1N1CCN(Cc2c[nH]c3ccccc23)CC1	9.9	-0.7	-1.5	.	.	6.0	0.7	.	3.5
CC(C)(C)NC(=O)COC(=O)C1c2ccccc2Oc2ccccc21	6.5	0.8	6.3	8.1	1.3	-4.3	-1.5	-1.2	2.6
CC(=O)Nc1ccc(NC(=O)/C(=C/c2ccco2)NC(=O)c2ccccc2)cc1	1.5	-2.5	0.6	1.5	1.4	8.8	-1.6	11.6	-1.2
C=CCn1c(Sc2nnc(C)s2)nc2c1c(=O)[nH]c(=O)n2C	3.5	2.2	6.8	0.7	-0.6	-3.5	4.0	-1.6	2.0
CC1(c2ccc3c(c2)OCCO3)NC(=O)N(CC(=O)Nc2ccccc2)C1=O (configuration not stated)	2.7	-0.7	-2.1	1.9	2.1	.	-9.6	-0.6	0.5
CCOC(=O)c1cccc(NS(=O)(=O)c2c(C)[nH]c(=O)[nH]c2=O)c1	3.4	-7.2	5.5	6.6	8.1	-3.9	1.4	-1.2	3.4
O=C(Nc1cnccn1)c1cccs1	4.4	21.2	0.3	2.5	-1.3	2.5	-7.3	-1.8	-0.5
O=C(NCc1ccc(F)cc1)c1cccc(NC2=NC3CS(=O)(=O)CC3S2)c1 (configuration not stated)	0.2	3.0	0.7	-2.2	-12.8	-1.9	-6.7	-2.2	4.5
Cc1nnc(N2CCC(C(=O)NC3CCC(C)CC3)CC2)c2nn(-c3ccc(Cl)cc3)c(C)c12 (configuration not stated)	-4.8	13.9	-9.6	3.5	5.6	-36.0	1.9	3.2	0.6
O=C(Nc1ccc(OC(F)(F)F)cc1)C1CCCN(S(=O)(=O)c2cnc[nH]2)C1 (configuration not stated)	-4.5	0.6	-1.6	6.0	4.8	1.2	-1.4	0.0	-0.8
COc1cc(NS(=O)(=O)c2ccc3c(c2)oc(=O)n3C)cc(OC)c1OC	-3.6	-0.8	-1.0	-2.2	-4.8	2.9	0.5	-5.4	-1.7
Cc1[nH]nc(-c2ccc(O)cc2O)c1Oc1ccccc1	-5.3	7.5	1.7	27.2*	4.8	-7.5	-0.5	0.9	-4.8
CCCSCCCNC(=O)Cn1cc2c(n1)CCC(C)C2 (configuration not stated)	-2.5	11.2	-1.0	7.0	1.1	8.7	-3.3	7.5	0.8
CC1(C)Cc2c(ccc3ccccc23)-c2nnc(-c3cccnc3)n21	-6.2	19.6	-1.3	3.6	1.8	3.3	0.3	6.5	0.9
CC(C)(C)C(=O)Nc1ncccc1C(O)c1cccc(C(F)(F)F)c1 (configuration not stated)	4.4	-1.5	7.0	2.3	-0.1	5.2	0.7	-2.6	0.3
O=C(COC(=O)C1CC(=O)N(c2ccccc2)C1)c1ccccc1 (configuration not stated)	-3.2	-3.5	9.3	0.4	0.0	-1.9	1.4	-2.1	0.4
CC1=NCCN1S(=O)(=O)c1cc([N+](=O)[O-])ccc1Cl	3.1	8.4	4.5	0.3	4.2	3.6	-3.6	-2.5	0.2
COC(=O)c1ccc(C(C(=O)NC2CCCCC2)N(C(=O)Cc2cccs2)C2CC2)cc1 (configuration not stated)	-1.5	2.6	0.7	0.5	2.7	-3.9	-1.8	-2.8	1.2
COc1ccc(C2CC(=O)c3cnc(NC(=O)c4ccco4)nc3C2)cc1 (configuration not stated)	5.6	12.9	-1.5	3.6	9.6	1.6	-6.8	-1.7	0.1
Cc1cc(-c2nnc(CCC(=O)NCc3cccc(C(F)(F)F)c3)o2)no1	0.9	18.4	-0.2	10.4	9.5	-4.2	-3.2	5.7	2.0
COc1ccccc1N(CC(O)COc1c(C)cc(C)cc1C)S(=O)(=O)c1ccccc1 (configuration not stated)	7.3	-10.8	7.7	1.7	2.5	-7.1	0.1	1.5	4.7
NC(=O)C1CCN(C(=O)Cc2ccc(-c3ccccc3)cc2)CC1	-1.4	2.9	10.3	-9.0	-0.7	2.4	1.0	-1.4	0.1
Cn1cnc2ccc([N+](=O)[O-])cc2c1=O	3.8	8.3	8.3	0.9	5.7	3.5	2.0	1.4	0.3
CC(=O)Oc1ccc(/C=C2/CCc3ccccc3C2=O)cc1	-8.9	21.2	-8.9	-1.6	-0.5	-20.2	-2.3	4.9	-9.8
CC(Cn1nnc2ccccc21)C(=O)O (configuration not stated)	1.5	-4.2	3.4	5.3	7.8	5.6	-1.8	0.2	-0.5
CCCn1c(C(C)Nc2nc(-c3cc(Cl)c(N)c(Cl)c3)cs2)nc2cc(Cl)c(N3CCCCC3)cc21 (configuration not stated)	2.9	8.9	5.7	3.9	9.1	-3.4	-5.8	-5.3	0.1
N#CC(C#N)=Cc1ccccc1OCc1ccccc1	3.8	19.3	7.3	.	.	-1.6	0.3	.	-2.9
C=CCn1c(SCc2nc3cc(C(F)(F)F)ccc3c(=O)[nH]2)nc2sc(CC)cc2c1=O	-2.1	6.6	-1.0	4.0	9.3	-2.7	1.6	-4.3	-1.6
Cc1ccc(C(=O)N/C(=C\c2ccccc2)C(=O)NCCCn2ccnc2)cc1	-3.2	-0.2	-2.3	3.6	2.2	1.1	-5.1	-6.0	-2.5
COc1cccc(NS(=O)(=O)c2ccc3[nH]cc(C(=O)N(C)Cc4ccco4)c(=O)c3c2)c1	1.2	0.2	22.7	0.1	0.8	3.6	-7.0	11.9	-4.3
CNC(=O)COC(=O)c1cc(=O)[nH]c2ccccc12	4.9	14.9	3.0	2.2	7.4	7.0	1.5	0.0	-1.6
COc1ccccc1C(=O)NCCC(=O)NC1CCCCCC1	.	8.6	3.1	5.2	-1.3	.	0.2	5.9	.
CC(C)(C)c1ccc(S(=O)(=O)Nc2cccnc2)cc1	6.0	8.2	4.9	10.6	11.9	1.7	3.9	4.0	3.5
O=C(NNc1c(F)c(F)cc(F)c1F)C1CCN(S(=O)(=O)c2ccccc2F)CC1	.	3.6	3.0	-3.6	4.5	.	-4.6	6.4	.
CC1CCN(S(=O)(=O)c2ccc3c(c2)oc(=O)n3C)CC1	-1.3	14.3	0.2	25.4*	5.8	-2.8	1.9	-5.6	-3.5
Cc1nc(C(Cl)(Cl)Cl)nc2[nH]ccc(=O)c12	-1.4	-0.1	4.5	5.5	2.9	3.4	-6.6	1.5	-2.2
CCN(CC)c1ccc(NC(=O)COC(=O)/C=C/c2nc3ccccc3s2)cc1	-2.9	24.2	12.6	-2.5	4.9	-1.7	-5.8	-0.8	-4.6
C/C(CC(=O)Nc1ccc(OCc2ccccc2)cc1)=N\NC(=O)C(=O)Nc1ccc(C)c(Cl)c1	-6.9	5.9	2.9	3.5	7.5	-2.1	-1.3	-3.9	-5.2
Cc1ccccc1NC(=O)CSC(N)=O	-1.9	-1.6	-1.5	4.8	7.3	0.1	0.0	5.9	2.9
CCOc1cc(-c2nc(-c3ccccc3OC)no2)cc(OCC)c1OCC	-1.9	5.5	-0.8	2.9	-1.3	1.9	-3.9	2.8	3.4
O=C(Nc1ccc(N2CCOCC2)nc1)c1c(F)cccc1F	2.2	-2.1	-0.8	.	.	-2.2	-0.6	.	-0.6
Cc1ccc(-c2n[nH]c3c2C(c2ccccc2)N(c2ccc(C(=O)O)cc2)C3=O)cc1 (configuration not stated)	-0.9	17.2	-3.6	7.1	-4.8	-19.4	-3.4	-1.4	-2.7
COc1ccc(NC(=S)N2CCN(Cc3cccc(F)c3)CC2)c(OC)c1	6.1	16.6	8.3	11.7	-2.9	6.9	-2.2	2.6	6.2
C[N+](C)(CCCCCC[N+](C)(C)CCCN1C(=O)c2cccc3cccc(c23)C1=O)CCCN1C(=O)c2cccc3cccc(c23)C1=O	1.3	47.7*	-3.4	-0.1	-3.6	4.2	-5.9	-6.5	0.3
COc1ccc(OC)c(C(=O)NC(CC(N)=O)c2ccc(N3CCCCCC3)c([N+](=O)[O-])c2)c1 (configuration not stated)	5.9	-3.5	12.4	7.4	2.0	-2.2	0.2	1.8	1.2
O=C(c1ccccc1)N(NC(=O)C(O)(c1ccccc1)c1ccccc1)c1cccc(F)c1	-2.9	-1.9	-0.7	-4.6	-4.9	-9.3	0.4	-1.7	0.6
